Screening data as filed in PubChem.
697 NFkB inh: lowers PMA/ionomycin-induced NF-kB signal in 697 B cells; 697 B-cell NF-kB luciferase reporter, 16 h; AID 435022; actives 0.33% (n = 330,000); inhibition, % at 4 µM; in the data active = inhibition above about 35%
CCR6 antag: CCR6 (human) receptor antagonism | CHO-K1 CCR6 PathHunter beta-arrestin, luminescence, CCL20-stimulated | inhibition, % at 20 µM | actives 0.49% (n = 340,000);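 active = compounds whose inhibition of the agonist-driven luminescence signal at 20 µM reaches about 50%, limit read from the data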;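 also: cells stimulated with CCL20 at 14 nM final; plate controls were DMSO with CCL20 for no effect and DMSO without agonist for full effect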
XBP1 UPR activ: activators of adaptive arm of unfolded protein response (XBP1). AID 463104. actives 0.33% (n = 330,000). activation, % at 20 µM. CHO-XBP1 luciferase reporter, IRE1-XBP1 UPR activation, luminescence; percent of tunicamycin response, DMSO as zero;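 active = versus positive control, 20 µM dose yields 30% or more activation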;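 also: 100% = tunicamycin at 10 µg/mL and 0% = DMSO only wells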
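Material: CHO-XBP1 cells stably carrying IRE1-XBP1-driven luciferase reporter / Amount: 1000 cells per well / Compound: 20 µM, 1% DMSO / Times: 6 h treatment, 37 °C / Detection: luciferase luminescence / Measure: % activation of reporter signal versus tunicamycin and DMSO controls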
CXCR6 block: inhibitors of human CXCR6 receptor; CHO-K1 PathHunter CXCR6 beta-arrestin, luminescence; O00574; inhibition, % at 20 µM; actives 0.36% (n = 360,000); in the data active = inhibition above about 34%, passing the limit was not always enough;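 also: antagonist mode with CXCL16 agonist at 10 nM final; 0% = 10 nM CXCL16 with DMSO and 100% = unstimulated wells without agonist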
UPR CHOP act: apoptotic UPR (CHOP) activation | CHO-CHOP luciferase reporter, luminescence; percent of tunicamycin response over DMSO baseline | activation, % at 10 µM | actives 0.34% (n = 330,000);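 active = at 10 µM dose, activation of 40% or more, normalized to positive control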;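 also: 100% = tunicamycin at 10 µg/mL and 0% = DMSO alone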
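measured by = luciferase luminescence | assay system = CHO-CHOP cells, stable luciferase reporter of PERK-eIF2a-CHOP signalling | amount = 500 reporter cells seeded per well | timing = 6 h compound exposure at 37 °C after overnight seeding | controls = positive tunicamycin 10 µg/mL, negative DMSO alone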
Jurkat NFkB inh: lowers PMA/ionomycin-induced NF-kB signal in Jurkat cells; actives 0.53% (n = 330,000); inhibition, % at 4 µM; PMA/ionomycin-induced NF-kB luciferase reporter, luminescence; in the data active = inhibition above about 50%
EBI2 antag: EBI2 (human) antagonism; AID 651636; actives 0.81% (n = 360,000); EBI2 beta-arrestin recruitment, luminescence, 7a,25-OHC stimulated; P32249; inhibition, % at 5 µM; in the data active = inhibition above about 38%;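 also: enzyme fragment complementation signal reports receptor beta-arrestin coupling in cells; 0% = agonist plus DMSO wells and 100% = wells without agonist; some results beyond the cut were filed as inactive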
Mdm2-MdmX inh: disrupts the human Mdm2-MdmX interaction. inhibition, % at 8 µM. actives 3% (n = 330,000). AID 485346. SaOS-2 split-luciferase Mdm2/MdmX complementation, luminescence;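 active = inhibition of at least 50% at 8 µM in the primary screen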
Target sequence (O15151 whole entry, looked up): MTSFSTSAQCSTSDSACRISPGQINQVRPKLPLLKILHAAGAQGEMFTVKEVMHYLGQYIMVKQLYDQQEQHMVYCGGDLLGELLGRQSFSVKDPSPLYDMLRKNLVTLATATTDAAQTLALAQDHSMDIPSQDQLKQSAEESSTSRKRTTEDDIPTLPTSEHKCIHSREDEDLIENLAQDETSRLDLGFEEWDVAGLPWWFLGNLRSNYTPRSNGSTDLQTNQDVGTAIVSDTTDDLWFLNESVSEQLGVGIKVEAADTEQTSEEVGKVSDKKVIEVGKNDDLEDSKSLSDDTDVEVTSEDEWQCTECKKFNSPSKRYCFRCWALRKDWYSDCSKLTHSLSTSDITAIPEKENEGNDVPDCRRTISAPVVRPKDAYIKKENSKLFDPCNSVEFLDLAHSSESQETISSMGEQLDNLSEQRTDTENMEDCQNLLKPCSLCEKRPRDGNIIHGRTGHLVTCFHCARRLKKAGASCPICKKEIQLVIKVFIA
Target sequence (Q00987 whole entry, looked up): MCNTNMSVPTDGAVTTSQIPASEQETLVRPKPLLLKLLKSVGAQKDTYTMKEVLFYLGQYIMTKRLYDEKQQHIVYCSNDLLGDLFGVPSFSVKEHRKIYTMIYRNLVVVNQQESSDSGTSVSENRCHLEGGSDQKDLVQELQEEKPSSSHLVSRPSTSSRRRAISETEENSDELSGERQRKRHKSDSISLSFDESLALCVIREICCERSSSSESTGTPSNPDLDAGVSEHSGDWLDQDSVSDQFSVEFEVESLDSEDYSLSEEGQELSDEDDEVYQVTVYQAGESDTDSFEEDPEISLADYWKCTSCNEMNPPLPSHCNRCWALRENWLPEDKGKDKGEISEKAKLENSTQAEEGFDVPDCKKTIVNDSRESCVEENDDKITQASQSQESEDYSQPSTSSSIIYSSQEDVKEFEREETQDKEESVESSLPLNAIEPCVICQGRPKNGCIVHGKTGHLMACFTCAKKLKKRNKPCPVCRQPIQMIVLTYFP
Gli-Sufu antag: blocks Gli-Sufu signaling in a luciferase reporter | Sufu-KO-LIGHT fibroblasts, Gli luciferase reporter luminescence | inhibition, % at 5 µM | actives 0.74% (n = 340,000);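 active = inhibition above about 55%, limit read from the data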;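 also: 0% = DMSO-treated cells and 100% = wells with medium but no cells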
* marks the source's active call; other numbers are inactive results; nt = not tested or not shown.

Start of the listing, in advance:
(1) Cc1ccc(Oc2ccc(NC(=O)Cn3ccsc3=N)cc2)cc1
(2) COc1cccc(CNC(=S)Nc2cc(C)cc(C)c2)c1
(3) Cc1nc(N=C(N)N)nc2ccccc12
(4) COc1ccc(/C=C(/NC(=O)c2ccco2)C(=O)Nc2ccc(C(=O)O)cc2)cc1
(5) CCc1ccc(CNCCSc2nnnn2C)cc1
(6) O=C(Nc1ccccc1-c1nnn(CC(=O)N2CCOCC2)n1)c1ccccc1F
(7) C=C(C)c1cccc(C(C)(C)NC(=O)Nc2cc(C)ccn2)c1
assay / entry,1,2,3,4,5,6,7
697 NFkB inh,-3,-22,-82,14,-1,12,-31
CCR6 antag,7,13,12,11,-7,17,11
XBP1 UPR activ,-1,-1,-1,-1,0,-3,0
CXCR6 block,-6,-1,-4,6,3,-8,0
UPR CHOP act,-2.3,0.1,-1.6,0.4,-3.6,0.4,3.9
Jurkat NFkB inh,0,-13,-9,21,1,3,0
EBI2 antag,-5,0,-4,-2,-1,-5,18
Mdm2-MdmX inh,36,-27,39,6,9,-12,31
Gli-Sufu antag,23,-2,12,-17,9,32,6

The listing, previewed entries included:
(1) Cc1ccc(Oc2ccc(NC(=O)Cn3ccsc3=N)cc2)cc1
(2) COc1cccc(CNC(=S)Nc2cc(C)cc(C)c2)c1
(3) Cc1nc(N=C(N)N)nc2ccccc12
(4) COc1ccc(/C=C(/NC(=O)c2ccco2)C(=O)Nc2ccc(C(=O)O)cc2)cc1
(5) CCc1ccc(CNCCSc2nnnn2C)cc1
(6) O=C(Nc1ccccc1-c1nnn(CC(=O)N2CCOCC2)n1)c1ccccc1F
(7) C=C(C)c1cccc(C(C)(C)NC(=O)Nc2cc(C)ccn2)c1
(8) CSc1ccc(S(=O)(=O)N2CCC(C(=O)NCc3cccnc3)CC2)cc1
assay / entry,1,2,3,4,5,6,7,8
697 NFkB inh,-3,-22,-82,14,-1,12,-31,2
CCR6 antag,7,13,12,11,-7,17,11,6
XBP1 UPR activ,-1,-1,-1,-1,0,-3,0,3
CXCR6 block,-6,-1,-4,6,3,-8,0,0
UPR CHOP act,-2.3,0.1,-1.6,0.4,-3.6,0.4,3.9,0.8
Jurkat NFkB inh,0,-13,-9,21,1,3,0,7
EBI2 antag,-5,0,-4,-2,-1,-5,18,-7
Mdm2-MdmX inh,36,-27,39,6,9,-12,31,-24
Gli-Sufu antag,23,-2,12,-17,9,32,6,nt

(9) CC(NC(=O)CSCc1ccc(Br)cc1)c1ccccc1 (stereo not drawn)
(10) CCC(=O)OC1(C)C(=O)C=C2C=C(C3CC3)OC=C2C1=O (stereo not drawn)
(11) O=C(NCCC1=CCCCC1)C1CCC(=O)N(Cc2ccc(Cl)cc2)C1 (stereo not drawn)
(12) NC(=O)c1ccc(SCC(=O)OCC(=O)N2CCCCC2)c([N+](=O)[O-])c1
(13) O=C(COC(=O)c1cc2ccccc2oc1=O)Nc1ccc(F)cc1F
(14) CC(C)CN(C(=O)COC(=O)CN1C(=O)c2ccccc2C1=O)c1c(N)n(Cc2ccccc2)c(=O)[nH]c1=O
(15) N#C/C(=C\c1ccc(O)c(O)c1)S(=O)(=O)c1ccccc1
(16) CN(CCc1cnn(C)c1)Cc1cn(C)nc1-c1ccccc1F
assay / entry,9,10,11,12,13,14,15,16
697 NFkB inh,24,-19,-4,13,1,21,-54,15
CCR6 antag,13,-2,7,3,12,7,53*,1
XBP1 UPR activ,-2,-1,-3,-3,3,2,-4,-3
CXCR6 block,4,-2,4,2,0,5,23,-4
UPR CHOP act,-0.2,-0.8,0.4,0.6,3.8,-2.3,-2.2,2.5
Jurkat NFkB inh,-10,-9,-6,-12,-36,-9,-15,-7
EBI2 antag,28,-4,19,1,0,-5,8,1
Mdm2-MdmX inh,-10,8,20,5,-51,3,-7,11
Gli-Sufu antag,28,-14,10,-3,-12,-4,5,11

(17) O=C(c1ccccc1Cl)N1N=C(c2ccc(Br)cc2)CC1c1nc2ccccc2[nH]1 (stereo not drawn)
(18) Cc1cccc(N(CC(=O)N2CCCCCC2)S(C)(=O)=O)c1
(19) COc1ccc(Nc2nc(Nc3ccc(OC)cc3)nc(SC3=NCCS3)n2)cc1
(20) COc1ccc(COc2cc(-c3cccc(OC)c3)nc3ccc(NC(=O)c4cccnc4)cc23)cc1
(21) CCOC(=O)C1=C(CN2CCN(C(=O)c3ccco3)CC2)NC(=O)NC1c1ccc(OC)cc1 (stereo not drawn)
(22) COC(=O)CSc1nnc(NC(=O)c2ccc3c(c2)OCO3)s1
(23) Cn1c(CCNC(=O)c2ccccc2)nc2cc(NC(=O)C3CCCCC3)ccc21
(24) COC(=O)[C@]1(Cc2ccccc2)N[C@H](CN(C)C(=O)Nc2ccccc2)[C@@H]2C(=O)N(Cc3ccccc3)C(=O)[C@@H]21
assay / entry,17,18,19,20,21,22,23,24
697 NFkB inh,-34,12,17,35,-51,-47,-4,6
CCR6 antag,18,8,17,9,-4,1,4,11
XBP1 UPR activ,2,-3,-1,-2,-5,-9,-1,-3
CXCR6 block,10,-8,4,9,6,-4,-12,7
UPR CHOP act,5.2,0.0,1.9,10.0,0.7,-1.7,-0.4,1.9
Jurkat NFkB inh,-18,-7,-12,17,8,4,-23,10
EBI2 antag,22,5,22,35,-7,3,4,-3
Mdm2-MdmX inh,71*,8,74*,63*,19,26,-10,27
Gli-Sufu antag,14,-38,-6,9,0,-23,1,-13

(25) COc1ccccc1NCC(=O)N/N=C/c1c(O)ccc2ccccc12
(26) O=S(=O)(NNc1cccc(Cl)n1)c1ccc(Cl)cc1
(27) CCc1nc(C)cn1S(=O)(=O)c1ccc([N+](=O)[O-])cc1
(28) NS(=O)(=O)c1ccc(CCNC(=O)CSc2nc3ccsc3c(=O)n2CC(=O)O)cc1
(29) O=C(COC(=O)c1cccc(NS(=O)(=O)/C=C/c2ccccc2)c1)Nc1ccccc1OC(F)F
(30) CCOc1cc(C(=O)N/N=C/c2cn(-c3ccccc3)nc2-c2cc3ccccc3o2)cc(OCC)c1OCC
(31) Cc1ccc(S(=O)(=O)NC(C)C(=O)Nc2cccc([N+](=O)[O-])c2)cc1 (stereo not drawn)
(32) O=C(O)c1c(Cl)c(Cl)c(Cl)c(Cl)c1C(=O)N1CCCC1
assay / entry,25,26,27,28,29,30,31,32
697 NFkB inh,7,9,6,5,9,nt,12,17
CCR6 antag,12,22,-26,11,-10,-9,13,-4
XBP1 UPR activ,-4,-1,0,0,-2,nt,0,2
CXCR6 block,0,17,-10,6,0,-1,-3,-4
UPR CHOP act,-0.3,-0.5,0.4,3.0,0.7,nt,-1.1,-0.1
Jurkat NFkB inh,8,0,1,7,-4,nt,-12,8
EBI2 antag,7,29,-1,-5,-8,-2,-7,2
Mdm2-MdmX inh,87*,23,15,9,10,nt,-54,-4
Gli-Sufu antag,2,10,-3,-3,-14,-97,2,-2

(33) CCOc1ccc(S(=O)(=O)N(CC(=O)NC2CCCC2)c2ccc(F)cc2)cc1
(34) O=C(/C=C/c1ccc(S(=O)(=O)N2CCOCC2)cc1)Nc1cc(F)ccc1F
(35) CCOc1cc(S(=O)(=O)NCc2ccncc2)ccc1Cl
(36) N=c1ccn2c(n1)OC1C(O)C(CO)OC12 (stereo not drawn)
(37) CN(C(=O)CSc1nnc(COc2ccccc2F)n1N)C1CCS(=O)(=O)C1 (stereo not drawn)
(38) CC(C)(C)C(=O)Nc1cc2nn(-c3ccccc3)nc2cc1Cl
(39) CCn1c(SCC(=O)N2CCCC2=O)nnc1-c1cccs1
(40) CN1CCN(CCCC(=O)c2ccc(C3CCCC3)cc2)CC1
assay / entry,33,34,35,36,37,38,39,40
697 NFkB inh,15,-16,58*,54*,19,nt,12,-56
CCR6 antag,13,12,6,6,-2,-6,0,-5
XBP1 UPR activ,-3,-2,-1,-4,-3,nt,-3,2
CXCR6 block,-2,0,-5,-6,-6,-14,0,-5
UPR CHOP act,1.4,2.4,4.2,-1.1,-0.6,nt,-1.7,3.2
Jurkat NFkB inh,0,-38,65*,28,5,nt,-5,-2
EBI2 antag,-6,2,-8,-14,-20,7,-9,3
Mdm2-MdmX inh,-1,-9,34,69*,5,nt,14,-3
Gli-Sufu antag,-7,-35,78*,34,-7,81*,-2,-4

(41) CC(C)(C)c1cc(=O)n2c(C#N)c(C#N)nc2[nH]1
(42) Cc1ccccc1CC1(CO)CCCN(C(=O)CCN2CCCO2)C1 (stereo not drawn)
(43) COc1ccccc1NC(=O)CSc1ccc2nnc(-c3ccccn3)n2n1
(44) O=C(NC(=S)Nc1cccnc1)c1cc2ccccc2o1
(45) COc1ccc(-c2cc(C(=O)N3CCc4ccccc4C3)no2)cc1
(46) Cc1ccc(NC(=O)N2CCCCC2)cc1[N+](=O)[O-]
(47) Cc1ccc(C(=O)Nc2cc(=O)n(C)c(=O)n2C)o1
(48) CC(CCc1ccccc1)NC(=O)COC(=O)C1CCC(C(C)(C)C)CC1 (stereo not drawn)
(49) Cc1c(/C(O)=C2\C(=O)C(=O)N(CCN(C)C)C2c2ccccc2)cnn1-c1ccccc1 (stereo not drawn)
(50) Cc1cc(C)n2nc(CC(=O)NNC(=O)c3ccccc3Cl)nc2n1
(51) COCCNC(=O)C1c2cc(OC)c(OC)cc2C(=O)N(C)C1c1cccnc1 (stereo not drawn)
assay / entry,41,42,43,44,45,46,47,48,49,50,51
697 NFkB inh,13,-19,13,-21,-8,14,5,19,-48,-53,10
CCR6 antag,7,5,4,46,1,1,-12,11,5,6,4
XBP1 UPR activ,-2,-3,-2,0,-3,-1,-1,-2,-9,1,-1
CXCR6 block,8,8,5,17,5,1,-7,0,-8,2,-1
UPR CHOP act,4.9,4.7,-1.5,5.1,1.4,0.1,1.0,-0.7,0.1,5.0,-0.2
Jurkat NFkB inh,-15,-13,-6,-9,-9,-4,-10,7,5,-23,1
EBI2 antag,-1,4,1,-9,-3,8,-6,-7,9,-7,-8
Mdm2-MdmX inh,0,-4,4,-19,-18,8,-23,11,36,-10,10
Gli-Sufu antag,0,5,-1,-34,3,-7,-2,-13,1,-37,1
